JNK3 blocker = JNK3 kinase activity inhibitors, primary screen, biochemical, human, purified enzyme; Mitogen-activated protein kinase 10 (Homo sapiens), P53779; inhibition, % at 8 µM; HTS; hit rate 0.61% among 60,000; in the data active = inhibition above about 17%;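 also: 0% = DMSO and 100% = reference inhibitor; many of its hits are not listed in these tables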
FXIIa inh mix = human factor XIIa inhibitors, primary screen, biochemical, pooled compound mixtures, fluorogenic substrate; hit rate 0.2% among 62,000; inhibition, % at 5 µM; Coagulation factor XII (Homo sapiens), P00748; purified FXIIa;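 also: 0% = enzyme without compound and 100% = no enzyme blank; some results filed as inactive read as strong as hits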
CatS inh = inhibitors of human cathepsin S, biochemical, compound mixtures. P25774. recombinant cathepsin S, AMC dipeptide fluorescence, pooled mixtures. inhibition, %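 (tested at 5 µM per compound within 10-compound mixtures)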. hit rate 0.06% among 62,000. AID 501, 2006; in the data active = inhibition above about 32%, passing the limit was not always enough;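 also: 0% = enzyme without compound and 100% = blank without enzyme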
CatL block = inhibitors of human cathepsin L, biochemical | purified cathepsin L, fluorogenic substrate, fluorescence | hit rate 0.17% among 58,000 | inhibition, %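 (tested at 10 µM)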 | Procathepsin L (Homo sapiens), P07711 | AID 460, 2006; in the data active = inhibition above about 45%;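 also: 0% = enzyme with no compound and 100% = no enzyme blank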
PKA inh = inhibitors of human PKA kinase activity, primary screen, biochemical, ATP-depletion luminescence, Kemptide substrate | PKA Kemptide phosphorylation, Kinase-Glo ATP luminescence | hit rate 0.1% among 65,000 | cAMP-dependent protein kinase catalytic subunit alpha (Homo sapiens), P17612 | inhibition, % at 6 µM;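 active = inhibition above the screen-wide mean inhibition plus 3 SD, cut at about 21% in these data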; also: many of its hits are not listed in these tables
C1s inh = complement C1s protease inhibitors, primary screen, biochemical, 10-compound mixtures; hit rate 0.16% among 62,000; mean inhibition % of two 10-compound mixtures (hits give high values), % at 5 µM (by protocol); purified C1s, fluorogenic AMC substrate, pooled mixtures;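 active = inhibition above 20% in each of the two 10-compound mixture wells holding the compound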;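 also: 0% = enzyme wells lacking compound mixture and 100% = no-enzyme blank wells; some compounds called inactive have numbers as strong as hits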
ROCK2 blocker = inhibitors of human ROCK2 kinase, primary screen, biochemical, high-throughput, luminescence; Rho-associated protein kinase 2 (Homo sapiens), O75116; AID 604, 2007; hit rate 0.35% among 60,000; purified ROCK2, Kinase-Glo ATP depletion luminescence; inhibition, % at 6 µM;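 active = inhibition above the screen-wide mean inhibition plus 3 SD, cut at about 18% in these data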;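 also: plate controls were DMSO wells for no effect and Y-27632 control wells after no-enzyme background subtraction for full effect; many of its hits are not listed in these tables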
Target sequence (O75116 whole entry, looked up): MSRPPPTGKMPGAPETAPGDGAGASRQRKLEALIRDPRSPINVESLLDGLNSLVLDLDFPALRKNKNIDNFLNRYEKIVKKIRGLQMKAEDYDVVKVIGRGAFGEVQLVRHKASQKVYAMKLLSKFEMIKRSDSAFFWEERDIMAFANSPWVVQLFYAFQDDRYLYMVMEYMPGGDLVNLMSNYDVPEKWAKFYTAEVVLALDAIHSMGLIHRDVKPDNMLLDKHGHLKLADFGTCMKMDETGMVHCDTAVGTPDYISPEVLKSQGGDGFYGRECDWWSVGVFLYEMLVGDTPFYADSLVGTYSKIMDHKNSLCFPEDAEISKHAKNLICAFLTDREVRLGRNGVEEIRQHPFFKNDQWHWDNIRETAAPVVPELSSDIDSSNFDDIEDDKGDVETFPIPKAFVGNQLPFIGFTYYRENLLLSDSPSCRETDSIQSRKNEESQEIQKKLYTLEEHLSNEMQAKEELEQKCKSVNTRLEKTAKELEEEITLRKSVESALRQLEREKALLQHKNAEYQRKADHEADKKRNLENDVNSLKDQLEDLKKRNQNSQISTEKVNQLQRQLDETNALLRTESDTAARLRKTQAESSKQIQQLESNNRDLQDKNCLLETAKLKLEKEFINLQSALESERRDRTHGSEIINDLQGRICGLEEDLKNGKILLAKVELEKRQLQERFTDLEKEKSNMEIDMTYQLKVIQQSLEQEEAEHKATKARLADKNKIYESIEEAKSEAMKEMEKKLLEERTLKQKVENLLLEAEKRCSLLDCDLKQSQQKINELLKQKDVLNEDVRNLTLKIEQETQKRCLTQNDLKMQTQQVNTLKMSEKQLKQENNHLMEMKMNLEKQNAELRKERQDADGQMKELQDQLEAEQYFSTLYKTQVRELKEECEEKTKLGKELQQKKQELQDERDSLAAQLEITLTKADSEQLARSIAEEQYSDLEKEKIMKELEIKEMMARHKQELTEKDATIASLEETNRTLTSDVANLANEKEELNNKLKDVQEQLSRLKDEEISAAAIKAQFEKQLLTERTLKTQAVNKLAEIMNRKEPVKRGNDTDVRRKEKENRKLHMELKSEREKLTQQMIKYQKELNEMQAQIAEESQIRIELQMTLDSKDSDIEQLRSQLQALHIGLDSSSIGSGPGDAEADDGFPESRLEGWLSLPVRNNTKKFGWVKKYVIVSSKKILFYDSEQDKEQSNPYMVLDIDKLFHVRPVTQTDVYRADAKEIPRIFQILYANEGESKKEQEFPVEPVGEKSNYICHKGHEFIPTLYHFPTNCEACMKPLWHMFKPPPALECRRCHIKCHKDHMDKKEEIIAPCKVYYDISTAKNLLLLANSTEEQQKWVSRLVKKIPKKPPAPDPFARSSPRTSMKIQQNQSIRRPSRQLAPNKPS
CatG inh = human cathepsin G inhibitors, primary screen, biochemical, pooled compound mixtures, AMC fluorescence; purified enzyme, AMC-tetrapeptide fluorescence; hit rate 0.2% among 62,000; inhibition, % at 5 µM (by protocol);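 active = inhibition above 20% in each of the two mixture wells holding the compound; inactive = inhibition of 20% or less in either well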;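 also: 0% = enzyme control without mixture and 100% = blank lacking enzyme; strong numbers were not always called active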
FXIa mix inh = FXIa protease inhibitors in compound pools, primary screen, biochemical, 10-compound mixtures; purified FXIa, fluorogenic substrate, pooled mixtures; hit rate 0.19% among 62,000; Coagulation factor XI (Homo sapiens), P03951; inhibition, % at 5 µM;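 also: each value is inhibition by a whole ten-compound pool holding the compound; 0% = enzyme with no mixture and 100% = wells lacking enzyme; strong numbers were not always called active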
Numbers without * were called inactive; . = not tested or not shown. Rule as the data show it, unless noted: active = inhibition above about 20% (passing the limit was not always enough); inactive = the rest. Random draw from the library; overall some 1.5% were active at least once.

SMILES	JNK3 blocker	FXIIa inh mix	CatS inh	CatL block	PKA inh	C1s inh	ROCK2 blocker	CatG inh	FXIa mix inh
CCCCN(C)CCCNC(=O)CCn1nc(-c2ccccc2)ccc1=O	-1	5	-3	15	-2	-50	-4	2	-13
COc1cc(OC)cc(C(=O)Nc2ccc(S(=O)(=O)N(C)C)cc2)c1	-2	10	1	-3	-5	1	-5	0	16
COc1ccc(Oc2ncnc3c2oc2ccc(Br)cc23)cc1	0	3	-2	-8	-1	11	-1	7	4
CN(C)c1nc(OCC(=O)NC(C)(C)C)nc(N(C)C)n1	-1	4	3	6	-2	12	5	13	5
N#Cc1nc(-c2ccc(OCc3ccccc3)cc2)oc1NCCCN1CCOCC1	-4	3	2	0	7	-21	2	6	1
N#C/C(=C/N1CCOCC1)c1ccccc1	7	-1	11	16	-1	17	3	9	5
CN(CCc1ccccn1)C(=O)c1nn2c(C(F)(F)F)cc(-c3ccco3)nc2c1Cl	-3	5	-5	-10	4	-16	3	-1	4
CC(OCC(O)CN(C)CCOc1ccccc1)c1ccc(Cl)cc1 (centres undefined)	-8	-22	3	7	7	-13	1	-6	-9
CN(C)c1nc(NCc2ccccc2)nc(Oc2ccc(=O)[nH]n2)n1	-3	0	2	-4	4	14	3	9	4
Cc1ccc(Cn2c(=N)c(C(=O)NCc3ccco3)cc3c(=O)n4ccccc4nc32)cc1	-1	4	7	-16	-3	-1	-2	3	2
Cc1cc(C(=O)NCc2ccco2)cs1	0	2	-5	-6	5	-20	1	26	12
CC(=O)N1CCc2cc(S(=O)(=O)NCCC(=O)N3CCN(Cc4ccccc4)CC3)ccc21	.	9	0	11	6	5	.	3	-1
CC(CNS(=O)(=O)c1cc(Cl)ccc1Cl)CN(C)C (centres undefined)	-4	-1	1	7	1	-1	-1	12	4
CC(=O)Nc1sc(N)nc1-c1ccccc1	-14	6	13	5	-3	-10	-5	-4	6
COc1ccc(-c2ccc(SCC(=O)Nc3cc(C)on3)nn2)cc1OC	0	0	-6	-7	8	0	4	1	1
CCOc1ccc(N2C(=O)CC(N3CC(C)OC(C)C3)C2=O)cc1 (centres undefined)	-4	5	-3	-1	7	10	7	-2	5
CCOC(=O)Cn1c(C)nc2c(C(=O)OCC)sc(C)c2c1=O	-3	0	-5	-5	-1	10	0	6	6
O=c1[nH]cnc2c1N1CCC2CC1	1	5	-10	-8	2	-4	0	8	5
CC(=O)c1cc(-c2ccccc2)n(CC(=O)N2CCN(C3CCCC3)CC2)c1C	-3	10	20	5	-5	-3	1	8	15
Cc1cccc(CS(=O)(=O)Cc2ccc(C(=O)NCc3ccco3)o2)c1	4	8	-7	3	8	-30	4	-9	-2
COc1ccc(-c2noc(CCC(=O)Nc3ccc4c(c3)OCCO4)n2)cc1	.	-8	-2	-2	3	-26	.	-12	3
Cc1nnc(NC2(C(F)(F)F)C(=O)Nc3c2c(=O)n(C)c(=O)n3C)s1 (centres undefined)	-3	-7	2	10	8	6	7	6	2
O=C(CN1C(=O)CSc2ncccc21)N1CCOCC1	2	0	0	-6	-6	2	-4	-1	11
O=C(CSc1nc2ccccc2[nH]1)Nc1ccc2c(c1)OCCO2	-2	13	-5	3	6	-38	2	1	-8
COc1ccc(N2CSC3=C(C#N)C(c4cccs4)CC(=O)N3C2)cc1 (centres undefined)	4	0	5	12	2	9	7	-3	10
Cc1ccc2c(c1)C1C=CCC1C(C(=O)O)N2 (centres undefined)	-8	-3	43	8	-4	-4	-4	-4	1
CCC(=O)Nc1nc2ccccc2n1Cc1ccccc1	2	-15	3	8	5	12	4	9	5
CC(C)CC(=O)CN1C(=O)C2(OCCO2)c2ccccc21	1	5	27	2	-1	-6	2	1	-1
COC(=O)CNC(=O)C1CCCN1C(=O)CNC(=O)OC(C)(C)C (centres undefined)	-1	14	-1	2	3	-19	1	-6	-4
CCc1ccc(CCC(=O)Nc2sc3c(c2C#N)CCCC3)o1	2	5	-1	0	1	11	-1	9	7
CC(NCCO)C(=O)C12CC3CC(CC(C3)C1)C2 (centres undefined)	3	2	4	3	0	6	2	0	9
CCOC(=O)c1[nH]c(C)c(C(=O)Nc2ccccc2C)c1C	0	5	12	14	0	-4	4	23	16
Cn1cccc1-c1nc2ccccc2n1Cc1ccccc1	-9	-16	14	4	2	-3	5	14	0
c1cc2c3c(cccc3c1)C(N1CCCCC1)=N2	-14	0	-8	.	7	-20	4	15	-1
Cc1ccccc1-n1nc(C(=O)O)c(C)c(C#N)c1=O	.	1	7	14	-2	9	.	10	1
Cc1ccc(N(C(=O)c2ccc(Br)o2)C2C=CS(=O)(=O)C2)cc1 (centres undefined)	-1	6	12	.	-6	8	2	11	4
O=C(c1cccc(C(=O)N2CCN(c3ncccn3)CC2)c1)N1CCN(c2ncccn2)CC1	6	1	0	5	5	-48	8	-6	-8
COc1ccc(NC(=O)C(c2ccc(C)cc2)N(C)C(=O)c2cnccn2)cc1 (centres undefined)	.	8	-6	-6	3	-1	.	-3	4
O=C(NCC(=O)N(Cc1ccc(F)cc1)C(C(=O)NC1CCCC1)c1ccco1)c1ccco1 (centres undefined)	-2	-1	24	-2	-4	-29	0	-1	6
CCC1(C)Cc2c(sc3[nH]c(=O)[nH]c(=O)c23)CS1 (centres undefined)	-6	.	.	-16	4	.	6	.	.
COc1cc2cc(C(c3nnnn3C3CCCC3)N(C)C3CCCCC3)c(=O)[nH]c2cc1OC (centres undefined)	-3	4	-17	-129	0	-47	-2	-1	-9
O=C(CN1CCN(C(=O)c2cccc(F)c2)CC1)Nc1ccccc1F	-3	1	6	10	-3	-11	2	31	9
CCOC(=O)c1nc(-c2ccc3c(c2)OCO3)[nH]c1C	1	2	-5	.	-10	-53	-4	0	-3
O=S1(=O)CCN2C(Cc3ccc(SC(F)F)cc3)=CSC2=N1	-6	4	2	0	14	3	6	0	13
CCOC(=O)CCS(=O)(=O)c1nc(-c2ccccc2)cc(C(F)(F)F)n1	11	8	1	3	7	-23	3	-8	-6
COc1ccccc1N(CC(=O)NC(C)(C)C)C(=O)Cn1nnc(-c2ccc(C)o2)n1	-4	1	1	3	7	7	7	11	-2
CCOc1ccc(NC(=O)N2CC=C(n3c(=O)[nH]c4ccccc43)CC2)cc1	3	24	-3	4	1	12	1	32	4
CCn1cc(C(=O)NCCCOC)c(=O)c2cc(S(=O)(=O)N(C)C3CCCCC3)ccc21	-3	-18	-6	-5	-7	-3	2	-8	1
O=C(/C=C1\NC2(CCCC2)Cc2ccccc21)N1CCOCC1	0	-8	-6	-7	-5	4	-2	4	7
CCCCNS(=O)(=O)c1cccc(S(=O)(=O)N2CCCC2)c1	1	2	16	6	0	-9	-3	1	8
CCCCCC(=O)Nc1ccc2oc(-c3ccncc3)nc2c1	-11	-14	-2	-9	12	-5	22*	-1	2
Cc1cc(C)n(C(=O)CNC(=O)CCc2ccccc2)n1	1	.	.	6	6	.	5	.	.
CC(Oc1ccc(Cl)cc1)C(=O)Nc1nccs1 (centres undefined)	.	8	6	-6	-1	-2	.	-2	7
COc1ccccc1NC(=O)C(C)NS(=O)(=O)c1ccc(Cl)cc1 (centres undefined)	2	6	-1	-13	7	-20	2	-3	4
CCC1Oc2ccccc2N(CC(=O)Nc2ccc3c(c2)OCCO3)C1=O (centres undefined)	.	-9	-16	-2	1	3	.	2	3
COc1ccccc1CNC(=O)CCS(=O)(=O)c1ccc2c(c1)CCCN2C(C)=O	-8	4	-3	2	7	0	2	-3	8
CCOc1cc2[nH]c(=S)n(CCCN3CCN(C)CC3)c(=O)c2cc1OCC	.	3	3	19	1	-11	.	-1	2
Cc1ccnc(NC(=O)COC(=O)C2COc3ccccc3O2)n1 (centres undefined)	-6	-4	2	-1	6	-31	6	-2	5
O=C(O)C1CCCCC1C(=O)Nc1cccc(C(=O)N2CCCCC2)c1 (centres undefined)	-1	5	-3	-3	7	5	6	29	2
Cc1ccc(-c2nc(CSCC(=O)N3CCN(c4ccccn4)CC3)c(C)o2)cc1	-2	4	12	.	7	-52	-6	-6	10

(listing goes on)
SMILES	JNK3 blocker	FXIIa inh mix	CatS inh	CatL block	PKA inh	C1s inh	ROCK2 blocker	CatG inh	FXIa mix inh
CC1CCN(C(=O)c2ccc(N(C)S(C)(=O)=O)cc2)CC1	-4	-7	-2	.	3	-20	1	3	-1
O=C1CC(c2ccccc2)C(=O)N1c1cccc(O)c1 (centres undefined)	-1	2	8	7	7	8	4	11	4
Cc1noc2nc(-c3cccs3)cc(-c3nnc4n3CCCCC4)c12	-10	3	-15	.	1	-154	1	-16	-21
Cc1cc(C)n(S(=O)(=O)c2cc(C(=O)O)c(Cl)cc2Cl)n1	-1	6	21	-4	-2	-10	-3	5	4
Cc1nn(Cc2ccccc2)c(C)c1NC(=O)c1cc2nc(-c3ccco3)cc(C(F)(F)F)n2n1	-1	1	7	-4	2	-29	2	5	-7
Cc1cccc(N2CCN(S(=O)(=O)c3cnc[nH]3)CC2)c1C	0	-4	-5	-3	1	-45	5	-3	-3
O/N=C(\c1ccc2c(c1)OCCO2)C1CCCCC1	-1	.	.	20	0	.	-10	.	.
Clc1ccc2[nH]c3c(NCCN4CCOCC4)ncnc3c2c1	-6	.	.	-7	8	.	-3	.	.
O=C(O)C1CC=CCC1C(=O)NCCc1ccccc1 (centres undefined)	.	-18	-14	-9	.	2	.	-2	3
C=CCN(Cc1cc(OC)ccc1OC)S(=O)(=O)N(C)C	-7	-17	2	-6	-11	-6	-8	1	7
Cc1cc(NC(=O)Cn2nc(C(F)(F)F)c3c2CCCC3)no1	5	-3	15	8	4	-31	3	-1	7
O=c1cc(N2CCOCC2)[nH]c(=O)n1-c1ccc(Cl)cc1	-3	-7	-4	10	6	0	4	9	6
O=C(CCN1C(=O)c2ccccc2C1=O)Nc1ccc(-c2cn3ccsc3n2)cc1	3	-1	-2	0	-1	-22	4	0	7
O=C(CSc1nc2ccccc2c(=O)[nH]1)N1CCOCC1	-1	-22	9	18	7	-31	1	-5	-4
NCc1ccc(S(N)(=O)=O)cc1	5	5	-7	3	-4	10	2	9	2
COC(=O)c1c(N)n(-c2cc(OC)cc(OC)c2)c2nc3ccccc3nc12	-2	-1	0	-28	2	-26	-2	-9	-4
CC(NC(=O)CSc1nc2ccccc2c(=O)n1CCCO)c1ccccc1 (centres undefined)	-4	11	8	23	9	-5	6	6	-6
Cc1nn(C)c(C)c1CN(C)C(=O)c1cc2nc(-c3ccco3)cc(C(F)(F)F)n2n1	-4	-4	-5	-5	10	-21	5	2	-6
O=c1cc(-c2ccccc2)[nH]c2ccccc12	2	0	10	10	7	1	2	10	-2
C=CS(=O)(=O)c1ccc(Oc2ccc(S(=O)(=O)C=C)cc2)cc1	8	4	39*	-3	8	7	5	1	9
CCOC(=O)c1c(C)c(C(=O)NCc2cccnc2)c(C)n1CC	4	5	-13	-1	-4	6	-3	10	3
